OX1R antag-1 = antagonists of human orexin 1 receptor (OX1R) | Orexin/Hypocretin receptor type 1 (Homo sapiens), O43613 | OX1R-expressing cells, FRET antagonist read-out | inhibition, % at 6.6 µM | 1.8% of 330,000 active | AID 485270, 2010; in the data active means inhibition mostly above about 38%, no sharp cut-off; inactive means mostly below about 40%;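 further: 0% = agonist challenge alone and 100% = reference antagonist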
Target sequence (O43613 whole entry, looked up): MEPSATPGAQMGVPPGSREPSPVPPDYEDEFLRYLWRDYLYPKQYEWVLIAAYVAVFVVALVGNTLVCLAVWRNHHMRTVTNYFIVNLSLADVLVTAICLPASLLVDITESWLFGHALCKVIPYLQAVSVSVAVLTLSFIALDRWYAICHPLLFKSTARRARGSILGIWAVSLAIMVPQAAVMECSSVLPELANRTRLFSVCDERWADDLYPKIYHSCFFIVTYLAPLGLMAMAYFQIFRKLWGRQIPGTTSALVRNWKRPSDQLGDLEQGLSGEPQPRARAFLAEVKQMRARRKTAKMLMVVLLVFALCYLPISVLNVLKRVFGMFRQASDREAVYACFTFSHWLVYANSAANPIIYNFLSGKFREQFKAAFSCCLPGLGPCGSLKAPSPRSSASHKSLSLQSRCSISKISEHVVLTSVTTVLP
OX1R antag-2 = OX1R (HCRTR1) antagonists, primary screen, fluorescence, CHO/OX1R cells, Fluo-8 calcium, orexin A | Orexin/Hypocretin receptor type 1 (Homo sapiens), O43613 | Fluo-8 calcium fluorescence | inhibition, % at 5 µM | 0.43% of 330,000 active | AID 434989, 2010;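 active means inhibition above its plate's threshold, mean inhibition of all tested compounds on the plate plus 3 SD, cut at about 37% in these data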;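 further: 0% = orexin A challenge wells and 100% = SB-334867-A antagonist wells; not every result past the cut was called active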
* marks the source's active call; other numbers are inactive results.

Results follow in this order: OX1R antag-1 | OX1R antag-2
O=C(NC1CCCCCCC1)C1CCN(S(=O)(=O)N2CCCC2)CC1
→ 5 | 15
C=CCn1c(=NC(=O)CC)n(C)c2ccccc21
→ 22 | 3
O=C(Cc1ccc(-n2cccc2)cc1)NC1CCCCCC1
→ 7 | -6
Cc1cc(C(=O)NCCN2CCOCC2)c2ccccc2n1
→ 2 | -12
O=C(CSc1nnc(CNC(=O)c2cccs2)o1)NC1CCCC1
→ -2 | 5
CCCCc1nc2cc(C(=O)N3CCCCC3CCNC(C)=O)ccc2o1 (stereo unspecified)
→ -6 | -19
Cc1ccc(/C=N/NC(=O)c2nnn(-c3nonc3N)c2-c2ccc3c(c2)OCO3)s1
→ 43* | -5
Cc1ccc(C(=O)NCC(=O)N/N=C/c2sccc2C)cc1[N+](=O)[O-]
→ 35 | -18
COc1cc(C2C(C(=O)c3ccco3)=C(O)C(=O)N2Cc2cccnc2)cc(OC)c1OC (stereo unspecified)
→ 8 | 6
CCOc1ccc(S(=O)(=O)NCCC(=O)NCCOc2ccccc2)cc1
→ 8 | -2
CNC(=O)CC(C(=O)O)c1ccc(OC(C)C)cc1 (stereo unspecified)
→ 9 | -11
O=C(CNC(=O)c1cccs1)OCC(=O)c1cccs1
→ 8 | 1
Cc1cc(C)c2nc(SCC(=O)NCCC3=CCCCC3)cc(C)c2c1
→ 9 | 2
Nc1cccc(/C=C/c2ccncc2)c1
→ 5 | -1
c1ccc2c(c1)OCCOCCOCCO2
→ 9 | -7
CC(C)(C)NC(=O)N1c2ccccc2Sc2ccccc21
→ 14 | 4
COc1cccc(CNC(=O)CN2C(=O)NC(Cc3ccccc3)(c3ccccc3)C2=O)c1 (stereo unspecified)
→ 41* | 12
CC1CCCC(NC(=O)CSC2=Nc3ccccc3C3CC=NN23)C1C (stereo unspecified)
→ 7 | -24
CC(C)Nc1nnc(SC(C)C(=O)Nc2ccc(Cl)cn2)s1 (stereo unspecified)
→ 8 | -15
CCN(CC)C(=O)CSc1nnc(C2CCCCC2)o1
→ 25 | -24
CCCOc1ccc(-c2nc(OC)c3ccccc3n2)cc1
→ 0 | -18
Cc1cc(-c2onc3ccc(Cl)cc23)ccc1O
→ 13 | -7
CC1CCN(C(=O)CNC(=O)Cc2ccccc2)CC1
→ 2 | -2
COc1cc(C(=O)Nc2nnc(-c3sccc3C)s2)cc(OC)c1OC
→ 29 | -18
CCOC(=O)c1cnc2cc(Cl)c(OC)cc2c1NCC1CCCO1 (stereo unspecified)
→ 51 | -25
C[C@]12CCC(O)CC1=CCC1C2CC[C@]2(C)/C(=N\NC(N)=S)CCC12 (stereo partly specified)
→ 0 | -2
CCN(CC)S(=O)(=O)c1ccc(O)c(NC(=O)CN2CCc3ccccc3C2)c1
→ 20 | 1
OC(COc1ccccc1)CN1CCN(CC(O)COc2ccccc2)CC1 (stereo unspecified)
→ -8 | -9
CCOc1cc(-c2nc(-c3ccncc3)no2)cc(OCC)c1OCC
→ 9 | -14
Cc1csc(Nc2ccccc2)n1
→ 16 | 2
COCCN(C(=O)CSc1nc2ccccc2c(=O)n1C(C)COC)c1c(N)n(Cc2ccccc2)c(=O)[nH]c1=O (stereo unspecified)
→ 24 | -6
C=CCn1c(=O)c2c(C)c(C)sc2n2c(Nc3ccc(OC)cc3)nnc12
→ 13 | -42
CCOc1ccc(NC(=O)CN2CCN(c3ccccc3C)CC2)cc1S(=O)(=O)N1CCCC1
→ 8 | -12
N#Cc1ccc(-c2cccs2)nc1SCc1cccnc1
→ 8 | -23
COc1ccc(NC(=O)c2ccc(N3CCOCC3)nc2)cc1
→ 13 | 7
CC(C)(C)OC(=O)NC(CO)c1cn([C@@H](Cc2cc3ccccc3[nH]2)C(=O)N2CCN(C(=O)OC(C)(C)C)CC2)nn1 (stereo partly specified)
→ 22 | -20
c1cncc(C(c2nnnn2C2CCCC2)N2CCCC2)c1 (stereo unspecified)
→ 10 | -30
Cc1ccc(NC(=S)N/N=C/c2c(C)nn(-c3ccccc3)c2N2CCCC2)cc1
→ 13 | -5
CC1CCc2sc(NC(=O)C3CC(Cl)=CCC3C(=O)O)c(C#N)c2C1 (stereo unspecified)
→ 34 | -8
O=C(O)CC1(CC(=O)N2CCN(CCO)CC2)CCCC1
→ 2 | -12

Ordered by molecular weight (descending): some entries from above
Results follow in this order: OX1R antag-1 | OX1R antag-2
COc1cc(C(=O)Nc2nnc(-c3sccc3C)s2)cc(OC)c1OC
→ 29 | -18
CCCOc1ccc(-c2nc(OC)c3ccccc3n2)cc1
→ 0 | -18
Cc1cc(-c2onc3ccc(Cl)cc23)ccc1O
→ 13 | -7

Next section.
Results follow in this order: OX1R antag-1 | OX1R antag-2
CCC(C)NC(=O)CN(c1ccc(OC)cc1)S(=O)(=O)c1ccccc1 (stereo unspecified)
→ 16 | -26
c1ccc(C[n+]2cccc(-c3ccccc3)c2)cc1
→ 16 | 2
CCc1nn2c(=O)cc(COc3ccc(NC(=O)c4ccco4)cc3)nc2s1
→ 11 | -7
O=C(c1ccco1)N1CCN(c2ccnc3cc(Cl)ccc23)CC1
→ 11 | -16
O=C(COc1ccccc1)Nc1nnc(-c2ccccc2Cl)o1
→ 34 | 4
Cc1ccc(-n2c(C)c(C)c3c(NCCO)ncnc32)cc1
→ -9 | -10
Cc1c(CC(=O)NCCC(C)C)c(=O)oc2cc3c(cc12)CCC(C)(C)O3
→ 12 | -10
CO/N=C(/CS(=O)Cc1ccccc1Cl)c1ccc(Cl)cc1Cl (stereo unspecified)
→ 11 | -2
Cc1ccc(S(=O)(=O)N2CCCCC2)cc1NC(=O)c1ccc(Cl)nc1
→ 2 | -7
c1ccc(Nc2nc(N3CCNCC3)nc(N3CCOCC3)n2)cc1
→ 14 | -30
O=C(NCCCN1CCOCC1)c1ccc2c(c1)N(Cc1ccc(F)cc1)CCS2
→ 13 | -33
NC(=O)C1CC(=O)N(c2ccc(OCc3ccc([N+](=O)[O-])cc3)cc2)C1 (stereo unspecified)
→ 10 | -8
CC(=O)N[C@@H]1c2c(ccc3ccccc23)OC[C@@H]1COC(C)=O
→ 4 | 0
COC(=O)c1ccc(S(=O)(=O)c2ccc([N+](=O)[O-])cc2)cc1
→ 39 | -13
O=C(Nc1nnc(CCc2ccccc2)s1)c1ccc(F)cc1
→ 9 | -13
Cc1ccc(NC(=O)Cn2c([N+](=O)[O-])cnc2C)cc1
→ 1 | -19
C=CCn1c(-c2oc3nc(-c4ccccc4)cc(-c4ccccc4)c3c2N)n[nH]c1=S
→ 5 | -11
O=C1c2ccccc2C(=O)C1(CO)c1ccc(OC(F)F)cc1
→ 2 | -5
CC(=O)c1ccc(NC(=O)Nc2ccc3c(c2)nc(C)n3C)cc1
→ 11 | -18
CCOC(=O)C1=C(COC(=O)COc2ccc(OCC)cc2)NC(=O)NC1C (stereo unspecified)
→ 19 | -28

Full records, looked up by structure. Screens in order: OX1R antag-1	OX1R antag-2
CCc1nn2c(=O)cc(COc3ccc(NC(=O)c4ccco4)cc3)nc2s1 is entered as 11	-7
O=C(c1ccco1)N1CCN(c2ccnc3cc(Cl)ccc23)CC1 is entered as 11	-16
CCOC(=O)C1=C(COC(=O)COc2ccc(OCC)cc2)NC(=O)NC1C (stereo unspecified) is entered as 19	-28
CO/N=C(/CS(=O)Cc1ccccc1Cl)c1ccc(Cl)cc1Cl (stereo unspecified) is entered as 11	-2

(cont.)
Results follow in this order: OX1R antag-1 | OX1R antag-2
O=C(Nc1ccccc1F)C1CCN(C(=O)NCc2ccccc2)CC1
→ 29 | -14
CCOc1ccc(-c2nnc(-c3snc(-c4ccc(F)cc4)c3N=CN(C)C)o2)cc1
→ 13 | -20
CC(=O)Nc1ccc(NC(=O)Cc2sc(-c3cccnc3)nc2-c2ccc(C)cc2)cc1
→ 7 | -5
CSc1ncc(F)c(N(CCO)CCO)n1
→ 15 | -1
CC(=O)c1cccc(NC(=O)CN2C(=S)NC(C)(C)CC2C)c1 (stereo unspecified)
→ 7 | 14
CC(OC(=O)c1ccccc1O)C(=O)Nc1cccc(Cl)c1 (stereo unspecified)
→ 17 | -20
O=C(NCC(=O)N1CCC2(CC1)NCCc1[nH]cnc12)c1ccc(Br)cc1
→ 18 | 4
CN(C)c1ccc(C(=S)N2CCN(Cc3ccccc3)CC2)cc1
→ 20 | -31
COc1ccc(/C=C/c2ccc3cccc(O)c3n2)cc1Br
→ -3 | -23
CCN(c1ccccc1)S(=O)(=O)c1cccc(C(=O)NCC(c2ccco2)N2CCCC2)c1 (stereo unspecified)
→ 0 | -30
Fc1ccc(-c2cc(C(F)(F)F)nc(-n3cccn3)n2)cc1
→ 15 | -15
O=C(Nc1ccccn1)C12CC3CC(CC(C3)C1)C2
→ 8 | -11
O=C(CN1C2CCCC1CC(NC(=O)c1ccccc1)C2)NC1CC1 (stereo unspecified)
→ 30 | -27
Cc1ccccc1-c1noc(CCC(=O)NC2CCCCC2)n1
→ 22 | -5
CCOC(=O)CSc1nnc(-c2nnc(SCC(=O)OCC)n2CC)n1CC
→ 16 | -18
Cn1c(-c2ccco2)n[nH]c1=S
→ 14 | -2
Cc1ccc(Cn2c(C(C)Nc3nc(-c4ccc(F)cc4)cs3)nc3cc(Cl)c(Cl)cc32)cc1 (stereo unspecified)
→ 20 | -9
O=C(Nc1ccccc1F)c1ccncc1
→ -9 | -4
COc1ccc(N2C(=O)C(CC(=O)Nc3ccccc3)N(Cc3ccc(OC)c(OC)c3)C2=O)cc1 (stereo unspecified)
→ 19 | -16
Cc1ccc(CN(C(=O)c2cc(=O)c3cc(C)cc(C)c3o2)C2CCS(=O)(=O)C2)cc1 (stereo unspecified)
→ 22 | -31
COc1cc(OC)cc(C(=O)NC(C(=O)NNC(=O)c2cc(Cl)ccc2OC)C(C)C)c1 (stereo unspecified)
→ 4 | -30
CCOC(=O)c1sc(=NC(=O)c2c(F)cccc2F)n(C)c1C
→ 14 | -1
CCS(=O)(=O)c1ccc(C(=O)NC)c(Cl)c1Cl
→ 0 | 0
O=C(c1ccccc1F)N1C(=O)c2cccc3cccc1c23
→ 15 | -21
N#Cc1cc2ccccc2nc1SCC(=O)Nc1ccccc1N1CCOCC1
→ 16 | -9
CCCc1[nH]c2ccc(C(=O)OC)cc2c1CCC
→ 20 | -32
CC(C)CSc1ncnc2c1oc1nc3c(cc12)COC(C)(C)C3
→ 13 | -18
COC(=O)c1ccc(COn2c(=O)c(C)[n+]([O-])c3ccccc32)cc1
→ 9 | -9
O=C(CSc1nnc(-c2ccco2)o1)c1ccc(O)cc1O
→ 18 | -5
COC(=O)[C@@H](CC(C)C)N(Cc1ccccc1)S(=O)(=O)N(Cc1ccccc1)[C@@H](CC(C)C)C(=O)OC
→ 14 | -15
COC(=O)C1CN(C(=O)C(C)Oc2ccccc2F)c2ccccc2O1 (stereo unspecified)
→ -9 | -16
O=C(c1cccnc1)N1CCCc2ccccc21
→ 23 | -4
Cc1cccc(-n2c(O)c(C=Nc3ccc(O)cc3)c3ccccc3c2=O)n1
→ 14 | -7
O=C(c1ccc(Cl)cc1)C(CN1CCCCC1)c1ccccc1 (stereo unspecified)
→ -4 | -7
Cc1ccc(-c2cc(C(=O)N3CCN(c4ccccc4O)CC3)c3ccccc3n2)o1
→ 9 | -9
COc1ccc(C)cc1S(=O)(=O)N(C)CC(=O)NCc1ccco1
→ 6 | -6
CCOCCCn1c(C)nc2c(c1=O)c1nc3ccccc3nc1n2CCC1=CCCCC1
→ 10 | -45
Cc1c(C)n(C)c2ccc(C(=O)N3CCN(c4ccccn4)CC3)cc12
→ 3 | -23
CCN(CC)C(=O)c1sc(NC(=S)N2CCN(C(=O)C3CCCO3)CC2)c(C(=O)OC)c1C (stereo unspecified)
→ 15 | -34
O=C(CCCn1cc([N+](=O)[O-])cn1)Nc1ccc2c(c1)OCO2
→ 10 | -22
COc1ccc(Cl)cc1NC(=O)c1oc(C)nc1C
→ 7 | -22
COc1ccc(N(CC(=O)NCCSc2ccccc2)S(C)(=O)=O)cc1
→ 11 | -23
CCOc1ccc(C(=O)Nn2cnnc2)cc1
→ 7 | 15
Cn1c(=O)c2c(SCC(=O)Nc3ccc4c(c3)OCCO4)nc(CC(C)(C)C)nc2n(C)c1=O
→ 0 | -6
Cn1nc(C(=O)Nc2cc(Cl)ccc2N2CCCC2)c2ccccc2c1=O
→ 5 | -64
CC(=O)c1sc(NC(=O)CCOc2ccccc2)nc1C
→ 25 | -14
Cc1c(C(=O)OCC(=O)NCC2CCCO2)cccc1[N+](=O)[O-] (stereo unspecified)
→ 22 | -24
O=c1ccc(C(F)(F)F)cn1Cc1cc(=O)n2cc(Br)ccc2n1
→ 18 | -16
COc1ccc2ccccc2c1/C=N/NC(=S)NCCN1CCOCC1
→ 5 | -14
CSc1cc(C)n(-c2ccccc2C)c(=S)c1C(C)=O
→ 1 | -4
COc1ccccc1[C@@H]1C(c2ccccc2)=NN(c2ccc(Br)cc2)[C@H]1C(=O)N1CCOC1=O
→ 14 | -2
Cc1ccc(C2=NOC(C)(c3sc(-c4ccc(Cl)cc4)nc3C)C2)cc1 (stereo unspecified)
→ 28 | -33
CSCCC(NC(=O)c1ccccc1Cl)C(=O)N1CCN(c2ccccn2)CC1 (stereo unspecified)
→ 5 | -27
COc1ccc(NC(=O)c2cc(Cl)ccc2NC(=O)c2ccco2)c(OC)c1
→ 19 | -22
Cc1nc2ccccc2c2c1C(=O)N(c1cccc(C(=O)O)c1)C2=O
→ 15 | -8
CCN(CC)S(=O)(=O)c1ccc(N=Cc2c(C)c(C#N)c(=O)n(C)c2O)cc1
→ 10 | 0
CN(C(=O)COc1cccc(C#N)c1)C1CCS(=O)(=O)C1 (stereo unspecified)
→ 6 | -6
COc1cccc(C(=O)NCc2ccc3[nH]c(C)cc3c2)c1
→ 22 | -6
Cn1c2ccccc2c2nnc(SCC(=O)Nc3cccc(O)c3)nc21
→ 56 | -28
O=C(COC(=O)c1ccc(Cl)nc1)NC1CCCCCC1
→ 0 | -9
CN1CCN(c2nc(Nc3ccc(O)cc3)nc3ccccc23)CC1
→ 20 | -31
CCCC(C)c1nnc(NC(=O)CN2C(=O)c3ccccc3C2=O)s1 (stereo unspecified)
→ 17 | -4

Screens deposited in PubChem by The Scripps Research Institute Molecular Screening Center.
